COUP-TFII inh = blocks human COUP-TFII nuclear receptor; 0.7% of 370,000 active; inhibition, % at 8.6 µM; HEK293T NGFI-A luciferase reporter, luminescence; AID 686940;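 active = inhibition above a per-plate cutoff, mean inhibition of test wells between control levels plus 3 SD, cut at about 38% in these data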;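 note: cells cotransfected with COUP-TFII expression vector driving the NGFI-A reporter; 0% = median of COUP-TF2 test wells and 100% = reporter-only cells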
SRC2 inh = inhibits human steroid receptor coactivator 2; Q15596; HEK293 GAL4-SRC2 luciferase reporter, luminescence; inhibition, % at 9 µM; 0.17% of 370,000 active; AID 651957;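 active = inhibition above the mean inhibition of all tested compounds plus 3 SD, set per campaign, cut at about 52% in these data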;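 note: 0% = DMSO treated cells and 100% = cells given Gossypol at 36 µM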
NOD2-RIPK2 inh = NOD2-RIPK2 protein interaction inhibition; O43353; CHO BLA complementation NOD2-RIPK2, CCF4 ratio; inhibition, % at 4.98 µM; 0.38% of 360,000 active; AID 624267; in the data active = inhibition above about 21%;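 note: 0% = vehicle only and 100% = reference blocker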
LMP1 NFkB inh = inhibitors of Epstein-Barr LMP1-induced NF-kappaB reporter; 0.69% of 350,000 active; LMP1-induced NF-kappaB luciferase reporter cells, luminescence; inhibition, % at 12.5 µM; in the data active = inhibition above about 41%;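 note: 0% = neutral control wells and 100% = reference inhibitor control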
MC4R antagonist = antagonists of human melanocortin 4 receptor (MC4R). MC4R-expressing cells, MTII-stimulated cAMP, LANCE TR-FRET. inhibition, % at 6.5 µM. 0.48% of 360,000 active. AID 540295;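 active = inhibition above its plate's cutoff, the mean of tested wells on that plate plus 3 SD, cut at about 29% in these data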;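 note: 0% = Melanotan II alone and 100% = Melanotan II plus saturating MCL0020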
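system = U2OS cells with stable human MC4R expression | also added = Melanotan II challenge after compound preincubation | dosing = one concentration, 6.5 µM nominal | incubation = compound 30 min, challenge 1 h, detection 1 h | measured by = TR-FRET with Eu-cAMP and labeled anti-cAMP, 671 nm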
NCOA1 inh = inhibitors of human steroid receptor coactivator 1 (SRC1); Q15788; HEK293 GAL4-SRC1 luciferase reporter, luminescence; inhibition, % at 3.6 µM; 0.12% of 360,000 active; AID 588354;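 active = inhibition above the campaign mean plus 3 SD, with each screening campaign given its own cutoff, cut at about 60% in these data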;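 note: 0% = DMSO treated cells and 100% = gossypol at 36 µM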
Target sequence (Q15788 whole entry, looked up, the tested form may be a part): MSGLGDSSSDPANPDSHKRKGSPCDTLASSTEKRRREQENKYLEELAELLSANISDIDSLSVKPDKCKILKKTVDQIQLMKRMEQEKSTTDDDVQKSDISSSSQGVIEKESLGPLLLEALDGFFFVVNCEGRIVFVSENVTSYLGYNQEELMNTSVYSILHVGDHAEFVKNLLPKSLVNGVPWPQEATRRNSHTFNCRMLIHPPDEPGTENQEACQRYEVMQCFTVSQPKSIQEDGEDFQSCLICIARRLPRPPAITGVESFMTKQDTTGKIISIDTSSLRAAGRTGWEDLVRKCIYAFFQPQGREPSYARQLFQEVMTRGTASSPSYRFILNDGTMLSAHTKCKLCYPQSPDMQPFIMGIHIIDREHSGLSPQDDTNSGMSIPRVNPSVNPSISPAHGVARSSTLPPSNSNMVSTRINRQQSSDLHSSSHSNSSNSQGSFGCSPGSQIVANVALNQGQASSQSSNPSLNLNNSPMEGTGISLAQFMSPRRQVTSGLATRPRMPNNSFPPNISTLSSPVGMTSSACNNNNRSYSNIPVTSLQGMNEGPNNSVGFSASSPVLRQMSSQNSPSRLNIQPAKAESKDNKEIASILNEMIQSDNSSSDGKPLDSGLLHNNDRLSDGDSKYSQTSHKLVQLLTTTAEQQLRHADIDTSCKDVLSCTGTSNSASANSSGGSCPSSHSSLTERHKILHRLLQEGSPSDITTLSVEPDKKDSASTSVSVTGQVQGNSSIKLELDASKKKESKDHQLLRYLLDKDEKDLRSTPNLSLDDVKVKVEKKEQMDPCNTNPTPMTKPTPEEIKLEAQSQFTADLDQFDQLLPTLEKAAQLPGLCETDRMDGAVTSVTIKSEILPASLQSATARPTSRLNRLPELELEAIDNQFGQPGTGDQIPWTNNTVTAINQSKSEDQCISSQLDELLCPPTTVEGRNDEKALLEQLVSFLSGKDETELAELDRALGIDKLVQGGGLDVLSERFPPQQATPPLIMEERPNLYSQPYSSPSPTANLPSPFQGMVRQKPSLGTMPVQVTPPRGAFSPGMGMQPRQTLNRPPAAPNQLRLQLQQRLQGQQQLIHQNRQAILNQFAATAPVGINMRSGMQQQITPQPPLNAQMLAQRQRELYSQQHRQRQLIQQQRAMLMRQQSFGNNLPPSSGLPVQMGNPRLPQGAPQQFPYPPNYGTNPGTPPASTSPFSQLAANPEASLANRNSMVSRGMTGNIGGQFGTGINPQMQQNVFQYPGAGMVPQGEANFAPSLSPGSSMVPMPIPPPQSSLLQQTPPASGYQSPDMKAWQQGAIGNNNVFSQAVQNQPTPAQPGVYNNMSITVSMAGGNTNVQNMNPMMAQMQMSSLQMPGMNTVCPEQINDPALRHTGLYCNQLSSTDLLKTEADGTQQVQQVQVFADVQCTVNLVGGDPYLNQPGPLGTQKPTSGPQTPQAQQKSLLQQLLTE
MC4R barr agon = agonists of human melanocortin 4 receptor (MC4R) beta-arrestin. 0.98% of 360,000 active. P32245. U2OS MC4R beta-arrestin complementation, luminescence; percent of melanotan II response, DMSO zero. activation, % at 8.9 µM;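 active = activation above a per-plate cutoff, the mean activation of sample wells on that plate plus 3 SD, cut at about 8% in these data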
LRH-1 inv ag = inverse agonists of human LRH-1 (NR5A2). AID 602396. inhibition, % at 3.6 µM. HEK293T StAR-luciferase reporter, LRH-1 transfected, 24 h. 0.13% of 360,000 active;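 active = inhibition above the mean inhibition of all tested compounds plus 3 SD, cut at about 73% in these data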;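 note: 0% = DMSO wells and 100% = reporter-only cells lacking LRH-1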
TLR9-MyD88 block = inhibitors of human TLR9-MyD88 binding; Q9NR96+Q99836; CHO BLA complementation TLR9-MyD88, CCF4 FRET ratio; inhibition, % at 4.98 µM; 0.21% of 340,000 active; AID 504734;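 active = inhibition above the mean over all tested compounds plus 3 SD, cut at about 21% in these data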;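 note: 0% = DMSO only wells and 100% = clavulanate BLA inhibitor control wells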
ABHD5 PLIN5 PPI = inhibitors of human ABHD5-perilipin-5 interaction; Q00G26+Q8WTS1; Split G. princeps luciferase complementation, luminescence, 4 h; inhibition, % at 4 µM; 0.78% of 360,000 active;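 active = inhibition above the mean inhibition across every tested compound plus 3 SD, cut at about 22% in these data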;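 note: 0% = DMSO only wells and the 100% control is not disclosed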
NCOA3 inh = inhibitors of human steroid receptor coactivator 3 (SRC3) | HEK293 GAL4-SRC3 luciferase reporter, luminescence | 0.17% of 360,000 active | inhibition, % at 3.6 µM | Q9Y6Q9;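 active = inhibition above a per-campaign cutoff, the mean of all compounds plus 3 SD, cut at about 60% in these data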;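 note: 0% = DMSO-treated cells and 100% = gossypol-treated cells at 36 µM; higher means less SRC3-driven luciferase light from the GAL4 reporter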
The depositor's hits bear a star; . = no result given. Only part of the results is shown; the hit share may differ from the screen's.

COUP-TFII inh,SRC2 inh,NOD2-RIPK2 inh,LMP1 NFkB inh,MC4R antagonist,NCOA1 inh,MC4R barr agon,LRH-1 inv ag,TLR9-MyD88 block,ABHD5 PLIN5 PPI,NCOA3 inh,molecule
-1,-16,3,4,-2,-21,-2.1,-4,0,-3,-2,Cc1ccc(S(=O)(=O)N2CCN=C2SCc2cccnc2)cc1
21,-45,3,.,.,.,.,-11,.,-13,.,COC(=O)[C@]12CCCCC=C1N(Cc1ccc(Cl)cc1Cl)C(=O)[C@H](CC(=O)NCCC(C)C)C2
-11,2,-12,3,0,-8,-1.6,3,2,-4,6,Cc1ccccc1NC(=O)NC1CCCc2ccccc21 (stereo not given)
14,14,3,1,1,6,-1.7,-4,0,1,0,O=C(CSC1=NCCS1)N1N=C(c2cccs2)CC1c1ccc(F)cc1 (stereo not given)
3,-4,0,-4,-6,-8,2.8,-14,6,-2,-7,CC(C)(C)NC(=O)C1CCC(C)(C(=O)O)C1(C)C (stereo not given)
3,2,-14,3,-4,-2,-2.4,14,-3,2,10,O=C(CCNS(=O)(=O)c1ccc2[nH]c(=O)oc2c1)NCc1ccccc1
-4,6,-4,13,3,12,-3.0,-1,6,-6,18,CCOC(=O)c1sc(NC(=O)Cc2ccc(C)cc2)nc1C
9,1,-3,2,2,15,0.9,-13,7,7,8,Cc1[nH]c(=O)n(C(C)C)c(=O)c1Br
-22,-2,5,0,8,-16,0.9,22,5,-1,5,COc1cccc(C(=O)N2CCN(C(=O)Cc3ccccc3)CC2)c1
9,-13,-2,-2,13,-9,3.0,-8,-1,1,-7,COc1cccc(C(=O)Nc2cccc(-c3nnc(-c4ccccc4)o3)c2)c1
.,.,-6,6,-6,8,2.2,-5,-7,6,14,CN(C)CCNc1oc(COc2ccc(-c3ccccc3)cc2)nc1C#N
29,2,5,11,16,2,-2.9,13,-2,-3,6,Cc1noc(C)c1C(=O)Nc1nc(-c2ccc([N+](=O)[O-])cc2)cs1
19,-17,-3,-8,1,-6,2.5,26,7,-6,20,O=C(CNC(=O)c1cc(S(=O)(=O)N2CCOCC2)ccc1N1CCCC1)Nc1ccc(F)c(F)c1
-49,-30,-2,-15,-7,-118,-2.2,-93,-1,13,-46,CC(=O)N(/N=C1\Sc2ccccc2C1=O)c1cccc(C)c1
16,-1,-4,-6,15,0,-0.8,-14,-9,4,-2,CCN(CC)S(=O)(=O)c1ccc(N2CCCC2)c(NC(=O)Cc2ccc(OC)cc2)c1
-6,-9,-10,-9,21,-8,-0.1,-18,1,-8,2,CC1=C(C)CC2(SC1)C(=O)N(c1ccccc1)N=C2N (stereo not given)
-13,6,-8,12,1,-1,-1.6,-1,2,2,6,COC(=O)C1CCN(CCCOc2ccc(CN3CCN(c4ccc([N+](=O)[O-])cc4)CC3)cc2)CC1
-2,-14,-4,-9,1,-15,-0.3,-2,-6,2,9,O=C(COC(=O)c1cccc([N+](=O)[O-])c1)NCC1CCCO1 (stereo not given)
-8,-9,-5,-1,2,-7,0.7,7,-3,4,-9,Cn1c(CCC(=O)OCC(=O)Nc2ccc(Oc3ccccc3)cc2)nc(=O)c2ccccc21
5,5,5,-12,4,2,0.2,13,4,-3,0,C=CCn1c(CSc2nc3ccccc3s2)nnc1SCC(=O)OCC

Remaining list, next part.
COUP-TFII inh,SRC2 inh,NOD2-RIPK2 inh,LMP1 NFkB inh,MC4R antagonist,NCOA1 inh,MC4R barr agon,LRH-1 inv ag,TLR9-MyD88 block,ABHD5 PLIN5 PPI,NCOA3 inh,molecule
6,-3,-15,6,13,11,0.4,-8,1,-4,24,CCNC(=O)CN(c1ccc(Oc2ccccc2)cc1)S(=O)(=O)c1ccccc1
-18,17,6,-2,23,7,-0.9,16,0,2,3,NC(=O)CS(=O)(=O)c1nc2ccccc2n1Cc1ccccn1
18,5,-3,1,7,-5,-1.2,2,-3,-8,3,CCN(CC)C(=O)C1=C(C)N(CCC2=CCCCC2)C(=O)C(CC(=O)NCc2ccco2)C1 (stereo not given)
-19,-20,-8,-38,7,-98,-0.8,-93,3,7,-85,O=S(=O)(/N=C(/Nc1nc2ccccc2s1)c1ccccc1)c1ccccc1
13,-14,-16,-5,1,1,-2.8,-1,1,-7,-10,O=C(COc1cccnc1[N+](=O)[O-])NCc1ccc2c(c1)OCO2
10,25,0,-3,-11,12,-1.0,16,-8,-3,10,CCOc1ccc(Cl)cc1/C=N/O
-13,-10,10,18,6,-10,-0.8,-13,-1,3,3,O=C(N/N=C/c1ccc(-c2cccc(C(F)(F)F)c2)o1)c1ccccc1O
-5,-7,11,-3,2,-7,-0.6,0,2,-5,-7,CCOC(=O)C1=C(N)Oc2cc(O)ccc2C1c1ccc(F)cc1F (stereo not given)
64*,26,7,14,0,54,-2.1,63,-12,9,64*,CC(=O)N(/N=C1\Sc2ccccc2C1=O)c1ccc(C)cc1C
4,0,-8,-3,3,2,-1.6,10,-1,1,24,COc1ccc([N+](=O)[O-])cc1NC(=O)C1CCCCC1C(=O)O (stereo not given)
-5,14,-12,12,7,-19,-1.8,-35,-5,7,0,Cc1ccc(/C=C(\C#N)C(=O)Nc2cccc(C)n2)cc1
10,-3,3,-4,15,2,1.6,-10,-7,-7,-5,CN(C(=O)c1ccccc1C(=O)OCC(=O)Nc1ccc(OC(F)F)cc1)c1ccccc1
-3,-22,-3,-5,6,6,-0.6,-8,-9,-5,3,COC/C=C/C1=CC2=CC(=O)C(C)(OC(=O)c3cnc4ccccc4n3)C(=O)C2=CN1CCCOC(C)C (stereo not given)
-13,-2,-5,-23,9,-11,-2.9,-7,5,-7,-12,Cc1cccc2c1N(C)C(=O)C2=O
24,13,-11,-12,6,-8,1.2,-29,-11,0,15,COC(=O)c1sccc1NC(=S)N1CCN(c2ccccc2)CC1
-18,-12,3,1,-2,-11,-1.5,-4,0,-6,15,CCC1(C)Cc2sc3c(=O)[nH]c(=S)[nH]c3c2CO1 (stereo not given)
10,3,2,-4,10,-13,5.8,-9,-16,-6,18,N#Cc1c(N)nc(SCC(=O)NCCc2ccccc2)c(C#N)c1-c1cccs1
13,10,-1,-1,1,-6,0.3,-2,8,-4,9,O=c1cc(C23CC4CC(CC(C4)C2)C3)[nH][nH]1
-3,-5,0,9,12,-31,-1.4,15,1,-5,-9,CN1/C(=C\C=C(/C#N)C(=O)Nc2ccccc2F)C(C)(C)c2ccccc21
-13,-10,-1,6,5,-31,2.3,-54,-4,2,-10,Cc1ccc(O)c(C(=O)c2cnn(-c3ccccc3)c2)c1

Additional records.
COUP-TFII inh,SRC2 inh,NOD2-RIPK2 inh,LMP1 NFkB inh,MC4R antagonist,NCOA1 inh,MC4R barr agon,LRH-1 inv ag,TLR9-MyD88 block,ABHD5 PLIN5 PPI,NCOA3 inh,molecule
-41,-45,6,-59,16,-83,4.0,-153,5,6,-146,Cc1ccc(NC(=O)c2cc3ccccc3o2)cc1Cl
19,-12,-1,5,-3,15,-1.2,-9,-14,-8,-15,CCCn1c(=O)c2ccccc2n2c(SCCNCCO)nnc12
-2,-4,3,-2,12,1,-0.8,-13,1,-3,11,COc1ccc(CCNC(=O)C(=O)NCC2OCCN2S(=O)(=O)c2cc(F)ccc2F)cc1 (stereo not given)
11,5,-16,3,-2,-13,0.2,25,8,-1,6,Cc1cccc(OCCCCCNCCO)c1
13,5,-4,3,15,-15,-1.7,0,-6,2,15,COC(=O)c1c(N2C(=O)CC(Sc3ncccc3C(=O)O)C2=O)sc(C)c1C (stereo not given)
-4,-31,-5,7,18,-4,-1.9,-45,-4,1,-17,Cc1ccc2c(c1)N(Cc1ccccn1)C(=O)C(C)O2 (stereo not given)
-5,-41,-7,7,4,-10,-1.5,2,5,1,5,COc1ccccc1C(=O)N=C1NC(=O)CC2C(=O)NCCN12 (stereo not given)
-1,16,-3,4,2,1,-0.1,9,-11,5,10,COCCN(Cc1cc2cc3c(cc2nc1Cl)OCO3)C(=O)Nc1ccccc1OC
6,2,-13,-5,8,-4,-2.7,3,6,3,7,COc1ccccc1NS(=O)(=O)c1cc(NC(=O)c2cc[n+]([O-])cc2)ccc1N1CCCC1
-25,6,-7,5,6,14,0.9,14,0,2,-10,CCOC(=O)c1ccccc1NC(=S)N1CCN(C2CCCCC2)CC1
-2,-23,-5,12,1,1,-1.7,3,-6,-2,-3,CCOC(=O)c1cnc2cc(C)nn2c1-c1ccccc1
16,1,-3,0,15,-21,-0.9,12,-1,-4,2,CC(C)CN(C(=O)COC(=O)c1cnccn1)c1c(N)n(Cc2ccccc2)c(=O)[nH]c1=O
14,13,-14,7,-1,11,-1.1,4,0,2,15,COc1cccc(CNC(=O)COC(=O)c2c(NC(C)=O)sc(C)c2C)c1
9,1,-7,1,-3,-12,-2.4,15,-5,-4,19,CCN(CC(=O)NC1CCS(=O)(=O)C1)C(=O)c1cc(OC)c(OC)c(OC)c1 (stereo not given)
-2,9,0,-2,11,9,-0.4,6,-9,-1,24,COc1ccc2[nH]c(=O)c(CN(C(=O)C3CCCO3)c3ccc(C)c(C)c3)cc2c1 (stereo not given)
-6,11,9,6,3,10,-1.1,16,6,0,15,O=C(COC(=O)c1ccc(S(=O)(=O)Nc2ccccc2)cc1)NCCC1=CCCCC1
